# TexasRed fluor = alters Texas Red total fluorescence, flagging assay interference; TRb/SRC2 Texas Red total fluorescence interference; Potency, µM (highest dose often 106 µM), for inactives: at the top dose fluorescence change, negative = quenching; actives 0.29% (n = 280,000); active means well fitted curve in either direction with a large enough effect; inconclusive means small, poorly fitted or top-dose-only effect; further: potency means the concentration at half of the fitted maximal effect; on the % scale 0 is the no-effect control and ±100 the full control effect
#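 Human TRβ ligand-binding domain (0.6 uM) and Texas Red SRC2 peptide (20 nM) in Tris buffer with 1 uM T3 and 5% DMSO were incubated with pinned compound for 5 hr at ambient temperature. Total fluorescence was computed as S + 2P (555/632 nm).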
# GLA spleen mod = alpha-galactosidase A (human) modulation; P06280; human spleen homogenate, 4MU-alpha-Gal fluorescence, 40 min; Potency, µM (doses to about 80 µM), for inactives: top-dose activity change, negative = inhibition, hits mostly inhibitors; actives 0.008% (n = 240,000);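 further: potency means the concentration at half of the fitted maximal effect; 0% = enzyme with vehicle and -100% = no enzyme basal signal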
#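 Spleen homogenate 1 ug + cpd (titration) + 4-MU-alpha-D-galactopyranoside 1 mM; 37C 40 min; 50 mM citrate/phosphate pH 5.0, 0.01% Tween-20; stop pH 10; fluorescence 365/440; AC50 via Hill.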
# Tau fluor counter = counter-screen for tau fibril formation inhibitors. tau K18 P301L Alexa594 fluorescence, heparin fibrillization. Potency, µM (series often up to 57.7 µM), without a hit: at the highest dose activity change, negative = decrease. actives 0.93% (n = 280,000); further: potency means the concentration at half of the fitted maximal effect; on the % scale 0 is the no-effect control and ±100 the full control effect; nearly all actives have a fitted effect of over 55% in size
#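 Human tau K18 P301L (15 uM unlabeled, 0.24 uM Alexa 594-labeled) in 100 mM sodium acetate pH 7 with 20 uM heparin, 6 hr at 37 C. ThT 30 uM added, 1 hr ambient; Alexa 594 FP and total fluorescence read at 555/632 nm.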
# TRb SRC2 PPI = TRbeta-SRC2 interaction inhibition; P10828; TRbeta-SRC2 peptide binding, fluorescence polarization; receptor liganded with 1 µM T3; Potency, µM (top dose mostly 106 µM), without a hit: at the top dose activity change, negative = inhibition, hits mostly inhibitors; actives 0.065% (n = 280,000);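 further: potency means the concentration at half of the fitted maximal effect; plate controls were bound peptide for no effect and peptide without receptor for full effect; nearly all actives have a fitted effect of over 50% in size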
#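 Assay buffer: 20 mM Tris-HCl, 100 mM NaCl, 10% glycerol, 1 mM EDTA, 0.01% NP-40, 1 mM DTT, 1 uM T3, 5% DMSO; TRb LBD 0.6 uM, Texas Red SRC2 20 nM; FP after 5 hr.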
# NPSR antag = antagonists of human neuropeptide S receptor cAMP signaling | Q6W5P4 | CHO-NPSR cells, cAMP TR-FRET, antagonist mode | Potency, µM (series often up to 38.3 µM), for inactives: at the highest dose activity change, negative = inhibition, hits mostly inhibitors | actives 1% (n = 220,000) | AID 1461; further: potency means the concentration at half of the fitted maximal effect; on the % scale 0 is the no-effect control and ±100 the full control effect; nearly all actives have a fitted effect of over 50% in size; many of its hits are not listed in these tables
# CBFb RUNX1 block = inhibitors of human CBF-beta and RUNX1 interaction; Q01196+Q13951; AlphaScreen CBFb-His/RUNX1-biotin binding, biochemical; Potency, µM (top dose mostly 59.8 µM), without a hit: at the highest dose activity, negative = inhibition, hits mostly inhibitors; 230,000 tested, under 10 active; further: % of control where 0% means no effect
# Target sequence (Q01196 whole entry, looked up): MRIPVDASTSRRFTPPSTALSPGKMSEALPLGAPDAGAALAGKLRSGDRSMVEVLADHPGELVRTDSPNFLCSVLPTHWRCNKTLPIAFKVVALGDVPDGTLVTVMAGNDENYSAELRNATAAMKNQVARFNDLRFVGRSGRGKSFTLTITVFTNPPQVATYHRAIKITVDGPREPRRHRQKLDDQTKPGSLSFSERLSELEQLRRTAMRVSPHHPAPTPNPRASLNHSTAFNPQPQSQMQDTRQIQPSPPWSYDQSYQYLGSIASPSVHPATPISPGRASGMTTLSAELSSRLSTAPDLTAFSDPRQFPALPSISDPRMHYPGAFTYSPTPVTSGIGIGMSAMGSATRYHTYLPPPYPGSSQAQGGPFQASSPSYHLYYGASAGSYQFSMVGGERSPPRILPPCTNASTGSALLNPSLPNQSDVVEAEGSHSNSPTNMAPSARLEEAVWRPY
# Target sequence (Q13951 whole entry, looked up): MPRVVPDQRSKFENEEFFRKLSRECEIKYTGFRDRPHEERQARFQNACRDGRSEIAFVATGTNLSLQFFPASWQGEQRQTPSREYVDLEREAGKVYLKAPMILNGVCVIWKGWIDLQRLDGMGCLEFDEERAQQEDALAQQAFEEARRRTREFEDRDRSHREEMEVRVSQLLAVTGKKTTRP
#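 CBFb-His/RUNX1-biotin, 30 nM each, preincubated 20 min RT; compound 15 min RT; Ni + streptavidin beads 50 ng each, 90 min RT; AlphaScreen read.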
# Tau FP inhib = inhibitors of human tau fibril formation | K18 P301L tau heparin fibrillization, Alexa594 FP, 6 h | Potency, µM (series often up to 57.7 µM), for inactives: at the highest dose activity, negative = inhibition, actives largely listed as inhibitors | actives 0.39% (n = 280,000); further: potency means the concentration at half of the fitted maximal effect; on the % scale 0 is the no-effect control and ±100 the full control effect; nearly all actives have a fitted effect of over 55% in size
# Target sequence (P10636 561-689 P618L limits assumed): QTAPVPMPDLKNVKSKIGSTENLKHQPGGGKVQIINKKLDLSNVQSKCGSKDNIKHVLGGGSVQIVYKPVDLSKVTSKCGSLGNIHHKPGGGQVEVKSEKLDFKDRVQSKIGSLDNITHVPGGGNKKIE
#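 Steps: dispense K18 P301L tau (15 uM plus 0.24 uM Alexa 594 tracer, final) in pH 7 sodium acetate; add compound; add heparin (20 uM final); incubate 6 hr, 37 C; add ThT (30 uM final); after 1 hr ambient, read FP.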
# Epigenetic reg = regulators of epigenetic silencing causing reporter derepression in mouse cells; murine LDR cells, GFP reporter derepression, 30 h; Potency, µM (titrated, usually from 53.9 µM), for the others: top-dose GFP activation, actives largely listed as activators; actives 0.2% (n = 280,000); further: potency means the concentration at half of the fitted maximal effect; % of control where 0% means no effect; nearly all actives have a fitted effect of over 60% in size
#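 Derepression of a silenced CMV-GFP reporter in murine LDR cells is scored by enumerating GFP-positive cells with a laser-scanning microplate cytometer after 30 hours of treatment at 37 C.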
# The depositor's hits bear a star; u = inconclusive; x = no result given; [ ] = remark or other dose. Unless noted, the call rests on the fitted dose curve; in most records, active means well fitted curve in the direction sought with a large enough effect; inconclusive means small, poorly fitted or top-dose-only effect, or another doubt; inactive means no such curve, though single readings can be large; an effect the other way counts as inactive or inconclusive. These rows are one share of the data; count on the stated rates, not on these rows.
SMILES,TexasRed fluor,GLA spleen mod,Tau fluor counter,TRb SRC2 PPI,NPSR antag,CBFb RUNX1 block,Tau FP inhib,Epigenetic reg
O=c1[nH]n(-c2ccc(Cl)cc2)c2ncccc12,-6%,-9%,-11%,-2%,-14%[46.1 µM],-1%,9%,0.0%
CSc1cccc(NC(=O)COc2cccc3ccccc23)c1,3%,-2%,-13%,5%,-26%[46.1 µM],7%,-12%,0.8%
COCCN(CC(=O)NC1CCCCC1)C(=O)/C=C/C(=O)c1ccc(OC)cc1O,-5%,3%,-5%,-1%,-7%,1%,-6%[2.34 µM],0.0%
O=C(CN(C(=O)CCC(=O)Nc1ccccn1)c1ccc2c(c1)OCO2)NCc1ccco1,1%,4%,-9%,2%,7%[46.1 µM],-9%,6%,0.1%
N#Cc1cn(-c2ccccc2)nc1-c1ccco1,-5%,7%,-14%,-6%,u,-2%,-3%,1.8%
COc1ccccc1C(=O)Nc1ccc(-c2nnn(CC(=O)NCc3ccco3)n2)cc1,-3%,-1%,-3%,0%,7%,8%,-9%,0.0%
CCN1CCN(Cc2nc(N)nc(Nc3ccc(C)c(C)c3)n2)CC1,-1%,-1%,2%,-6%,-13%[46.1 µM],-10%,8%,-1.0%
CCOc1ccc(-n2c(=O)c3c(C)c(C)sc3n(Cc3c(F)cccc3Cl)c2=O)cc1,2%,x,-6%,10%,x,x,-3%,-0.1%
O=C(CN1C(=O)CSC1=O)NC1CCCCC1,4%,5%,6%,-7%,-1%[46.1 µM],-4%,5%,-2.0%
COc1cc2c(C(=O)NCc3ccccn3)cn(C)c(=O)c2cc1OC,-6%,7%,2%,-1%,11%[46.1 µM],2%,-2%,-1.0%
Cc1ccc2c(c1Br)C(O)(CC(=O)c1ccc(F)cc1)C(=O)N2 (stereo unspecified),-3%,x,-5%,6%,x,x,-4%,-1.3%
COC(=O)c1ccc(NC(=S)N(Cc2cccnc2)Cc2ccco2)cc1,0%,10%,-14%,3%,-5%,3%,1%,-1.1%
Cc1ccc(C(=O)NCCc2csc(C)n2)cc1,0%,-23%,2%,-7%,13%[46.1 µM],7%,2%,0.1%
COc1ccccc1N1CCN(C(c2cc3ccc(C)cc3[nH]c2=O)c2nnnn2C2CCCC2)CC1 (stereo unspecified),3%,-8%,-10%,0%,u,-10%,0%,2.2%
O=C(CSc1nc2ccccc2n1Cc1cccc(F)c1)NCc1ccccc1,0%,x,-10%,-8%,x,x,2%,-6.2%
C/C(N)=C(/C#N)C(=O)CSc1n[nH]c(-c2cccs2)n1,1%,-4%,-6%,-1%,12%,10%,-6%,-5.3%
CCOc1ccc(OCCCCNC(C)(C)C)cc1,0%,4%,2%,-1%,19%,-1%,3%,-2.3%
NC(Cc1c[nH]c2ccccc12)C(=O)O (stereo unspecified),-2%,4%,-15%,-1%,x,7%,-6%,-1.3%
COC(=O)c1ccc2nc(NC(=O)CSCC(=O)OCC(=O)c3ccccc3)sc2c1,-1%,0%,-7%,2%,11%,-4%,-2%,1.5%
Cc1nn(C)c2ncc(C(=O)c3cc(F)ccc3O)cc12,-7%,17%,-11%,7%,-9%[46.1 µM],1%,-8%,0.7%

# One compound at a time, as listed above. Values in the order: TexasRed fluor, GLA spleen mod, Tau fluor counter, TRb SRC2 PPI, NPSR antag, CBFb RUNX1 block, Tau FP inhib, Epigenetic reg
# Results for Cc1ccc2c(c1Br)C(O)(CC(=O)c1ccc(F)cc1)C(=O)N2 (stereo unspecified) = -3%, x, -5%, 6%, x, x, -4%, -1.3%
# Results for C/C(N)=C(/C#N)C(=O)CSc1n[nH]c(-c2cccs2)n1 = 1%, -4%, -6%, -1%, 12%, 10%, -6%, -5.3%

# Continued.
SMILES,TexasRed fluor,GLA spleen mod,Tau fluor counter,TRb SRC2 PPI,NPSR antag,CBFb RUNX1 block,Tau FP inhib,Epigenetic reg
CC1=CS(=O)(=O)CC1Sc1ncn[nH]1 (stereo unspecified),-4%,-4%,6%,2%,4%[46.1 µM],-2%,-1%,0.0%
CC(C)(C)NNC(=S)Nc1ccc(S(=O)(=O)N2CCOCC2)cc1,-3%,5%,-6%,4%,3%,22%,-1%,-0.6%
Fc1cccc(Cl)c1CSc1ncn[nH]1,0%,-2%,1%,-11%,-7%[46.1 µM],6%,-3%,-2.5%
O=C(NCC(c1cccs1)N1CCOCC1)c1cc([N+](=O)[O-])ccc1Cl (stereo unspecified),2%,-5%,-7%,-18%,9%,-2%,-4%,-1.0%
CCn1c(-c2ccccc2Cl)nn(CC(=O)Nc2ccc(OC)cc2)c1=S,1%,-4%,-4%,-2%,-2%[46.1 µM],3%,4%,-1.2%
Cc1ccc(OC(C)C(=O)N(Cc2cccs2)C2CCS(=O)(=O)C2)cc1C (stereo unspecified),4%,5%,-11%,-5%,0%,5%,7%,0.0%
CCN(CC)CCOC(=O)c1ccc(NC(=O)c2cn(-c3ccccc3)nc2-c2cccs2)cc1,0%,-4%,8.9µM*[quencher],2%,-35%,2%,11µM*,u
CCN(CC)S(=O)(=O)c1cc(C(=O)Nc2ccccc2C(=O)O)ccc1OC,-4%,-6%,-7%,-7%,0%[46.1 µM],3%,1%,-0.9%
COC(=O)c1ccc(NC(=O)CCN2CCN(CCC(=O)Nc3ccc(C(=O)OC)cc3)CC2)cc1,3%,3%,-7%,0%,-5%[46.1 µM],9%,-4%,5.8%
Cc1c2cnn(CC(=O)N3CCCCC3)c(=O)c2c(C)n1Cc1ccc(Cl)cc1,-1%,x,-1%,-2%,x,x,-5%,-1.6%
COc1ccc(NC(=O)c2cc(=O)c3cc(C)cc(C)c3o2)cc1,-9%,x,-11%,-1%,x,x,-18%,1.1%
O=C(CSc1ccccc1)Nc1ccc(N2CCN(c3ccccc3)CC2)c(F)c1,-3%,-18%,-6%,-18%,-3%[46.1 µM],-1%,4%,1.4%
O=C(CCc1ccc(S(=O)(=O)NC2CCCCC2)cc1)Nc1ccccc1,-1%,5%,-19%,6%,-9%[46.1 µM],2%,-4%,-1.0%
CN(Cc1cccs1)C(=O)CSc1nnnn1C,1%,7%,-5%,-3%,-2%[46.1 µM],0%,-5%,-0.8%
CC(=O)N=c1sc2nc3ccccc3nc2n1N(C(C)=O)C(C)=O,-7%,-16%,-12%,-2%,13µM*,0%,u,-1.0%
O=C(O)c1cc2cc(Cl)ccc2oc1=O,-1%,5%,1%,-19%,-7%[46.1 µM],0%,-6%,0.0%
CC(C)N1CCC(NC(=O)NC2CCCCC2)CC1,2%,-1%,1%,8%,-6%,7%,3%,-2.0%
COc1ccccc1Nc1nc(NCc2ccco2)nc(N)c1[N+](=O)[O-],-2%,-8%,u,-5%,50%,-1%,u,0.5%
COc1ccc(-n2c(/C=C/c3cccc(C(F)(F)F)c3)nc3ccccc3c2=O)cc1Cl,1%,x,-12%,-4%,x,x,-3%,4.4%
CCn1c(-c2ccccc2SC)n[nH]c1=S,-6%,3%,-4%,-4%,-1%,3%,4%,1.1%
CCNC(=S)NNC(=O)c1cc(C)nc2ccccc12,-1%,5%,-11%,3%,11%,5%,-15%,2.0%
Cc1nn(Cc2ccccc2)c(C)c1NC(=O)CCCn1nc([N+](=O)[O-])c(Cl)c1C,-1%,0%,-10%,0%,3%,-1%,4%,-1.0%
CC1CCc2nc3ncn(Cc4ccc(Cl)cc4)c(=O)c3cc2C1 (stereo unspecified),-1%,x,4%,2%,x,x,4%,-1.7%
CCc1ccc(CNC(=O)C2CCCN(c3nnc(C)c4c(C)n(-c5ccc(OC)cc5)nc34)C2)cc1 (stereo unspecified),1%,x,u,-4%,x,x,u,-1.6%
COc1ccc(NCc2cc3cc4c(cc3n(CC(=O)Nc3cccc(F)c3)c2=O)OCO4)cc1,1%,x,u,-2%,x,x,u,0.9%
N#Cc1ccc(CSc2nnc3[nH]c(=O)cc(N)n23)cc1,0%,0%,9%,10%,10%,-12%,2%,-3.8%
CN(C)S(=O)(=O)c1cccc(NC(=S)N2CCc3ccccc32)c1,-4%,-4%,u,-10%,-11%,-11%,-8%,0.9%
CCOC(=O)c1cnc2ccccc2c1NCCO,1%,-5%,-9%,2%,-17%[46.1 µM],3%,-3%,17%
COC(=O)c1c(NC(=O)c2ccco2)sc(C)c1C,3%,7%,-6%,7%,-19%[46.1 µM],6%,-9%,-2.1%
COc1ccc(-c2nc(C)c(CCNC(=O)C(=O)Nc3ccccc3F)s2)cc1,u,x,-6%,2%,x,x,-9%,3.6%
Cn1c(SCC(=O)Nc2ccccc2)nc(O)cc1=O,-2%,-1%,-5%,0%,-2%[46.1 µM],-3%,-11%,-2.0%
Cc1cc(C)n(CCNCc2c(C(=O)N3C[C@@H](C)O[C@@H](C)C3)nc3ccc(Cl)cn23)n1,-1%[53 µM],-2%,0%,-8%[53 µM],-8%,-1%,4%,2.4%
O=c1[nH]n(-c2ccccn2)c(=O)c2ccccc12,-1%,-1%,-8%,-2%,0%[46.1 µM],1%,-11%,-8.1%
Cc1ccc(/C=C/C(=O)O)cc1S(=O)(=O)NCc1ccco1,-1%,-20%,-5%,-8%,-2%,8%,4%,-5.6%
CSc1ccc(CNC(=O)C2CCN(c3nc4ccccc4nc3C(F)(F)F)CC2)cc1,-1%,x,-12%,3%,x,x,-17%,2.4%
CC(=O)N1CCc2c(sc3c2c(=O)n(-c2cccc(Cl)c2)c(=O)n3Cc2ccc(F)cc2Cl)C1,-1%,x,2%,5%,x,x,-3%,1.1%
CCC(C)(C)NC(=O)c1ccc(S(=O)(=O)N(C)c2ccccc2OC)cc1,-1%,9%,-4%,-15%,-19%[46.1 µM],7%,1%,-0.7%
O=C(NCCc1ccc(Cl)cc1)c1cnc2sc(N3CCCC3)nn2c1=O,5%,x,2%,5%,x,x,3%,1.1%
Cc1cc(C)nc(SCC(=O)O)n1,1%,-20%,-2%,-15%,0%[46.1 µM],-4%,-14%,-2.4%
CC1C(=O)CC(c2ccc([N+](=O)[O-])cc2)NC1c1ccc([N+](=O)[O-])cc1 (stereo unspecified),1%,1%,-23%,-4%,18%,-6%,0%,-6.8%
